High-throughput results: PubChem BioAssay, several laboratories
MEKK3 PB1 HTS: MEKK3-MEK5 PB1 interaction, increase or decrease. Q99759. bead-based flow cytometry, Alexa488-MEK5 binding to MEKK3; actives lie on both sides; 0 = blocked by unlabeled MEK5, 100 = vehicle. binding response (% of control), % at 10 µM. actives 1.4% (n = 290,000). AID 1529;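 active = binding response more than 3 SD above or below the average of its plate-row segment, actives on both sides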;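 note: Alexa488 bead fluorescence after subtracting the streptavidin-only scavenger bead signal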
NALP1 inh: NALP1 inhibition; AID 2071; actives 0.61% (n = 280,000); S. cerevisiae NALP1/ASC/caspase-1 growth, X-gal OD620, 72 h; inhibition, % at 10 µM; in the data active = inhibition mostly above about 24%, no sharp cut-off; inactive = mostly below about 32%; note: some compounds called inactive have numbers as strong as hits
V1R ag counter: counter-screen for oxytocin receptor agonists: human V1a receptor agonists | P37288 | CHO-V1R cells, Fluo-8 calcium fluorescence, agonist mode; 0% DMSO, 100% 3 nM vasopressin | activation, % at 3 µM | actives 0.25% (n = 320,000) | AID 2797;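 active = activation above the mean activation of all tested compounds plus 3 SD, per screening run, cut at about 20% in these data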;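 note: signal is peak over basal fluorescence ratio across a 100 second FLIPR read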
Target sequence (P37288 whole entry, looked up): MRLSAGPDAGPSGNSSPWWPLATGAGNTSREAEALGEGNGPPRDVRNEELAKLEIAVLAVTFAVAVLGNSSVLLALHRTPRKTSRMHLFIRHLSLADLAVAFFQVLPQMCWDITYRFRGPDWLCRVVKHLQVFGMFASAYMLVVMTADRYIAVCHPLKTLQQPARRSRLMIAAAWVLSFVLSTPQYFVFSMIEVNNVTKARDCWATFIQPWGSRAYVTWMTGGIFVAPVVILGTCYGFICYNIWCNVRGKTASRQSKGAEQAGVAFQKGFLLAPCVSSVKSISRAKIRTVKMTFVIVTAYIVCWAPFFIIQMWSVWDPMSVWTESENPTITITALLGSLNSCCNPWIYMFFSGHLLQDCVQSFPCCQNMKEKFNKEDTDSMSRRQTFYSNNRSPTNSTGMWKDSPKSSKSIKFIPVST
GPR7 antag: antagonists of human GPR7 (neuropeptides B/W receptor 1). P48145. GPR7-expressing cells, fluorescence antagonist assay. inhibition, % at 4.4 µM. actives 1.1% (n = 290,000). AID 1861; in the data active = inhibition above about 16%, passing the limit was not always enough;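 note: cells stimulated with the agonist NPW; 0% = agonist with vehicle and 100% = vehicle without agonist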
Target sequence (P48145 whole entry, looked up): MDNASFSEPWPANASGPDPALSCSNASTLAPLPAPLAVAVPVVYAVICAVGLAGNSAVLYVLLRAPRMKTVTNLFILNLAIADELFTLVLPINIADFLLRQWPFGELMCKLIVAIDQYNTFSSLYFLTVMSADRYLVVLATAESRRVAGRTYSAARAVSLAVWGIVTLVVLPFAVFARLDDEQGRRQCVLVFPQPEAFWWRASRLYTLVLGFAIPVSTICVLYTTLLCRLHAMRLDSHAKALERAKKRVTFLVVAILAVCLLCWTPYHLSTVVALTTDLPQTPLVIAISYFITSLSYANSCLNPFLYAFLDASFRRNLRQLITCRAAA
OXTR ag: activates the human oxytocin receptor; CHO-OTR cells, Fluo-8 calcium fluorescence; normalized: DMSO 0%, oxytocin 100%; activation, % at 3 µM; actives 0.32% (n = 320,000);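 active = activation above the mean of all tested compounds plus 3 SD, cutoff set per screening run, cut at about 20% in these data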;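 note: peak over basal fluorescence ratio from a 100 s FLIPR kinetic read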
MEKK2 WT-MEK5: raises or lowers MEK5 binding to wildtype human MEKK2 PB1 domain; binding response (% of control), % at 10 µM; bead flow cytometry, Alexa488-MEK5 binding to MEKK2 WT; actives lie on both sides; actives 1.1% (n = 290,000); AID 1531; in the data active = binding response below about 67% or above about 130%
GalR3 antagonist: human GalR3 antagonism; HEK293 GalR3-CNG cAMP membrane potential fluorescence; galR3 body fused to GalR1 C-terminus; actives 0.44% (n = 360,000); inhibition, % at 3 µM; O60755;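 active = inhibition above the screen-wide average plus 3 SD, cut at about 13% in these data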;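 note: forskolin and galanin both at EC90 stimulate the cells; cAMP rise reported by CNG channel membrane potential dye signal; 0% = forskolin plus galanin with DMSO and 100% = forskolin alone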
Target sequence (O60755 1-299 limits assumed): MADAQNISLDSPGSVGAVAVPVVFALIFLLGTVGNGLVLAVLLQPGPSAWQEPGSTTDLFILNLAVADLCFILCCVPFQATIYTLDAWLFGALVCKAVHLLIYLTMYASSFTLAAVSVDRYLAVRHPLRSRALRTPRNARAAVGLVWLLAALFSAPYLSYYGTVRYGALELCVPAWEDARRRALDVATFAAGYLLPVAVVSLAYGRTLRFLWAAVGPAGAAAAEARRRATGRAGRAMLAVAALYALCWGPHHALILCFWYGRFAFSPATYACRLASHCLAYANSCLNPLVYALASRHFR
PHOSPHO1 block: inhibitors of human PHOSPHO1 phosphatase; Q8TCT1; recombinant PHOSPHO1, absorbance phosphatase assay; inhibition, % at 13.3 µM; actives 1.1% (n = 290,000); AID 1565; in the data active = inhibition above about 60%
MEKK2 mut-MEK5: signal of MEK5 binding to mutant human MEKK2 PB1 domain | bead flow cytometry, Alexa488-MEK5 binding to MEKK2 mutant | percent response, % at 10 µM | actives 0.35% (n = 290,000) | AID 1530; in the data active = percent response above about 24%, passing the limit was not always enough; note: inactives centre near 1; some results filed as inactive read as strong as hits; reference of the scale not given here
* hit, by the source's call; / = not tested or not shown.

SMILES	MEKK3 PB1 HTS	NALP1 inh	V1R ag counter	GPR7 antag	OXTR ag	MEKK2 WT-MEK5	GalR3 antagonist	PHOSPHO1 block	MEKK2 mut-MEK5
Cc1c(NC(=S)NC(=O)CC(C)C)c(=O)n(-c2ccccc2)n1C	104	-3	0.3	-14	0.3	98	6	0	-4
O=C(Cn1ccc([N+](=O)[O-])n1)NCCc1c[nH]c2ccccc12	103	0	0.5	-11	-0.1	99	1	5	-1
CCN(CC)C(C)C#CCC(c1ccccc1)c1ccccc1 (configuration not stated)	88	/	/	13	/	86	/	14	-17
COCc1cc(C)nc(Nc2cc(C)ccc2C)c1C#N	104	22	-1.4	-15	-1.8	107	2	15	4
Cc1cc(OC(=O)c2cccc(C(F)(F)F)c2)c([N+](=O)[O-])c(=O)[nH]1	104	22	0.1	-6	1.2	101	3	5	1
CCCCNC(=O)CCc1nc2cccnc2n1Cc1ccc(OC)cc1	113	5	0.8	-1	-0.9	103	2	-9	3
CNC(=O)/C(C#N)=C\c1ccc(CNS(=O)(=O)c2ccccc2)o1	105	19	0.9	3	1.3	107	-3	-2	1
CCSc1nnc(NC(=O)CN2C(=O)C3CC=CCC3C2=O)s1 (configuration not stated)	103	-18	0.9	-13	0.2	103	0	-4	1
C=C(C)C(=O)Nc1cccc(C2=NOC3(C2)C[C@H](C(N)=O)N(C(=O)COc2ccc(Cl)cc2)C3)c1 (some centres not stated)	90	/	-0.4	/	-0.2	82	-2	13	-8
COc1cc(OC)c2cc(C(=O)N[C@H](C(=O)N3CCC[C@H]3C(=O)O)C(C)C)n(C)c2c1	100	4	0.8	-9	-0.4	103	-5	40	2

Profiles from above. Values in the order: MEKK3 PB1 HTS | NALP1 inh | V1R ag counter | GPR7 antag | OXTR ag | MEKK2 WT-MEK5 | GalR3 antagonist | PHOSPHO1 block | MEKK2 mut-MEK5
Profile of `Cc1c(NC(=S)NC(=O)CC(C)C)c(=O)n(-c2ccccc2)n1C` → 104 | -3 | 0.3 | -14 | 0.3 | 98 | 6 | 0 | -4
Profile of `COCc1cc(C)nc(Nc2cc(C)ccc2C)c1C#N` → 104 | 22 | -1.4 | -15 | -1.8 | 107 | 2 | 15 | 4

Additional structures.
SMILES	MEKK3 PB1 HTS	NALP1 inh	V1R ag counter	GPR7 antag	OXTR ag	MEKK2 WT-MEK5	GalR3 antagonist	PHOSPHO1 block	MEKK2 mut-MEK5
COC(=O)Nc1nc(-c2ccccc2)c(C(=O)c2ccccc2)s1	104	19	-1.2	3	-1.6	103	5	-6	6
CCCCn1c(SCC(=O)N2CCC(C(=O)OCC)CC2)nc2cc(S(N)(=O)=O)ccc21	103	-90	-0.3	-11	-0.3	105	-4	2	0
O=C(CSc1nc2c(c(=O)n1-c1ccc(Cl)cc1)SCC2)N1CCOCC1	101	/	-0.6	-12	-2.1	111	/	-2	8
C/C(=N/NC(=O)c1ccc(C)s1)c1cccnc1	100	3	/	-15	/	100	-1	36	-1
CC(=O)Nc1c(F)cc(Br)cc1F	95	3	-0.3	-16	0.6	100	-3	52	3
CSc1nc(N(CCO)CCO)c2sc3nc(-c4ccco4)c4c(c3c2n1)CCC4	105	12	/	0	/	99	6	79*	6
CCSc1nc(=S)cc(C)[nH]1	100	-2	-1.2	-9	-0.9	107	-1	-45	6
Cn1nc(-c2ccc(Cl)cc2)nc2c(=O)n(C)c(=O)nc1-2	110	48*	1.6	-22	-1.3	108	/	30	1
CCOc1ccc(C(=O)OC2CCCN(C)C2)cc1 (configuration not stated)	109	19	1.0	-7	-0.2	111	-2	29	13
CC1(NC(=O)C23CC4CC(CC(C4)C2)C3)CCS(=O)(=O)C1 (configuration not stated)	106	2	0.0	-9	-0.1	103	-4	11	1
O=C(COC(=O)CNC(=O)c1sc2ccccc2c1Cl)Nc1cc(Cl)cc(Cl)c1	99	13	0.6	-4	-0.7	90	-1	6	-5
Cc1ccc(C(=O)Nc2cccc(C(=O)O)c2)cc1S(=O)(=O)N1CCCCC1	102	21	0.9	-10	-0.1	103	/	-5	2
Fc1cc(F)c2nc(Nc3nc4cc5c(cc4s3)OCO5)sc2c1	86	44	-0.3	-6	0.1	82	1	-8	-3
Fc1cccc(-c2oncc2-c2nnnn2-c2ccc(Cl)cc2)c1	90	1	-1.8	-15	-2.8	93	-3	-5	2
COc1cc(OC)cc(OCC(O)Cn2ccnc2)c1 (configuration not stated)	102	-2	-0.2	3	-0.1	100	-7	17	-1
O=C(CCCc1ccccc1)c1ccc2c(c1)OCCO2	97	-79	-0.2	-4	-1.3	101	-10	-4	6
CN(C)CCCNc1nc(-c2ccccc2)nc2ccccc12	105	0	1.5	-2	2.0	115	-2	24	23
O=C(CNS(=O)(=O)c1ccccc1)N1CCN(Cc2ccccc2)CC1	100	20	0.8	-24	0.1	107	-1	32	3
COc1ccccc1CNC(=O)CCCNC(=O)c1ccc(Cl)cc1	100	25	1.4	2	0.4	94	-9	24	-3
COc1ccc(C)c2sc(NNC(=O)COc3ccccc3)nc12	101	11	1.0	-3	1.1	101	/	15	1
COc1ccccc1NC(=O)c1ccccc1Nc1ccccc1	101	30	-1.0	-31	-0.2	103	-8	48	0
CC(C)NC(=S)NC(=O)/C=C/c1ccc(F)cc1	100	23	-1.7	-7	-2.6	105	-4	0	-1
Cn1ccsc1=NC(=O)c1ccc(OC(F)(F)F)cc1	101	19	0.4	10	1.0	102	-8	37	1
O=C(CSc1nnc(-c2ccccn2)n1Cc1ccco1)c1ccccc1	101	8	0.8	-11	-1.6	99	-1	59	0
COC(=O)c1ccccc1NC(=O)c1ccc(COc2ccc(C)c(C)c2)o1	89	4	0.1	0	0.6	89	-4	34	-11
S=C(Nc1ccccc1)N1CCC(Cc2ccccc2)CC1	102	8	0.7	-3	-0.5	101	-13	24	4
C[C@@H]1CN(C(=O)c2nc3ccc(Cl)cn3c2CNCC[C@@H]2C[C@@H]3C=C[C@H]2C3)C[C@H](C)O1	105	8	-0.2	2	-1.3	114	-2	14	11
O=S(=O)(NCc1ccco1)N1CCOCC1	95	10	1.1	-13	1.1	100	-2	-6	-3
CCOCCCN(C(=O)c1ccco1)C(C(=O)NC1CCCC1)c1cccc(OC)c1OC (configuration not stated)	99	-17	/	0	/	102	-2	-8	2
O=C(/C=C/c1ccncc1)c1cc(Cl)ccc1O	85	24	1.0	-2	0.8	84	-11	29	5
Cc1cc(C(=O)Nc2ccncc2)c2ccccc2n1	96	18	0.6	-5	1.0	97	-1	30	-8
CSc1ncccc1C(=O)OCC(=O)c1cc2ccccc2o1	100	-14	0.7	-4	-1.1	100	-11	-4	3
CCN(c1ccc(OC)cc1)S(=O)(=O)c1nnc(NC(=O)C(C)C)s1	107	20	/	-4	/	103	-9	50	10
O=P(COCCOCCOCP(=O)(c1ccccc1)c1ccccc1)(c1ccccc1)c1ccccc1	100	24	0.2	-7	-1.0	100	-5	37	-6
O=C(NCCc1ccccc1)C(c1ccccc1)N(C(=O)c1csnn1)C1CC1 (configuration not stated)	103	-6	-0.5	3	-1.1	101	-7	49	-6
CN(c1ccccc1)S(=O)(=O)c1cccc(NC(=O)c2cncc(Br)c2)c1	99	/	2.7	-17	1.4	98	-3	33	7
O=C(NCCc1ccc(F)cc1)Nc1ccc([N+](=O)[O-])cc1	108	4	/	10	/	110	0	23	8
O=C(CSc1ccc([N+](=O)[O-])cc1)NNC(=O)c1ccccc1F	104	-2	0.4	-7	-1.3	108	-7	35	8
CCN1CCN(CC(=O)Nc2cc(C)c(C)cc2[N+](=O)[O-])CC1	101	28	1.7	-3	0.1	113	-4	-9	9
COc1ccc(OC)c(C2C(C(C)=O)=C(O)C(=O)N2CCC(=O)O)c1 (configuration not stated)	98	-15	0.6	8	1.0	100	2	6	-2
CCS(=O)c1scc(-c2ccc(Cl)cc2)c1C#N (configuration not stated)	101	5	1.6	-5	1.3	96	-3	41	3
Cc1cc(C)n(Cc2ccc(NC(=O)c3ccc(COc4ccccc4Br)cc3)cc2)n1	/	4	0.7	2	0.2	/	5	32	/
COc1ccc(N(CC(=O)NC2CCCCC2)C(=O)CNC(=O)c2ccco2)cc1	100	-4	0.3	-8	0.1	98	-3	6	1
CC(NC(=O)C1CCC(CNc2c(N3CCCCC3)c(=O)c2=O)CC1)c1ccccc1 (configuration not stated)	94	/	6.5	-21	0.0	90	-5	27	-11
O=C(CSc1nc2nc(-c3cccs3)cc(C(F)(F)F)c2c(=O)[nH]1)NCc1ccco1	97	-1	-1.0	-7	-1.5	97	-6	6	-2
COc1ccc(-c2nc(CSCC(=O)NC3CCCc4ccccc43)c(C)o2)cc1OC (configuration not stated)	105	-2	-1.6	-1	-3.4	108	-1	3	-1
CC(C)C(=O)OC1CCS(=O)(=O)c2sccc21 (configuration not stated)	98	-8	0.5	-4	-1.8	99	-6	0	-1
COc1ccc(NC(=O)c2cc3c(=O)n(C)c4ccccc4c3n2C)cc1Cl	89	/	-0.1	-13	0.1	91	6	18	-5
COc1ccc(/C(N)=N/OC(=O)CCCN2C(=O)c3ccccc3C2=O)cc1OC	100	6	0.2	4	1.1	98	2	13	-2
COc1ccc(N2C(=O)Cc3ccccc3C2=O)cc1	109	8	0.9	-20	0.3	106	-10	25	10

(listing goes on)
SMILES	MEKK3 PB1 HTS	NALP1 inh	V1R ag counter	GPR7 antag	OXTR ag	MEKK2 WT-MEK5	GalR3 antagonist	PHOSPHO1 block	MEKK2 mut-MEK5
Oc1ccc(Br)cc1-c1cc(-c2ccccc2)n[nH]1	109	15	0.4	-16	-0.6	102	-6	17	9
O=C(Oc1ccccc1)N1CCCC1	99	1	0.5	-2	0.3	102	-6	2	0
CCS(=O)(=O)Nc1cccc(-c2cn3c(n2)SCC3)c1	103	4	1.2	-2	1.1	105	-1	11	9
CCC(C)NC(=O)c1ccc(C2SCC(=O)N2Cc2ccccc2)cc1 (configuration not stated)	100	14	-0.3	15	-1.9	88	-6	41	-12
CCN(CC)CCCN1C=C2C(=O)C(C)(OC(=O)CCc3ccccc3)C(=O)C=C2C=C1c1ccc(C#N)cc1 (configuration not stated)	90	/	-0.1	/	-0.7	115	/	26	3
COc1ccc(-c2nc3ncccc3o2)cc1NC(=O)c1ccco1	98	2	2.9	-19	15	96	-5	55	-1
CC(C)CCNC1=CC(=O)CC(c2ccccc2)C1 (configuration not stated)	102	24	1.1	-1	0.8	102	-3	-4	0
COc1ccccc1-n1cccc1C=O	99	7	0.6	-1	-0.1	91	1	31	-11
CN(C)CCNC(=O)c1ccccc1	104	9	1.2	-5	1.9	100	0	10	1
O=C(Cc1ccc(-n2cccc2)cc1)NC1CCCCC1	97	8	-1.4	0	-2.0	97	2	14	-10
CC(C)c1nnc(NC(=O)C2CCCN2C(=O)Nc2ccccc2)s1 (configuration not stated)	98	21	0.1	-2	0.6	94	-9	32	-4
CCc1cccc(CC)c1NC(=S)NCc1nc2ccccc2[nH]1	101	-14	-0.2	-20	-0.9	103	-4	-56	3
C(=N\Nc1nc2ccccc2[nH]1)/c1cccc2nccnc12	100	/	1.9	5	-1.2	104	0	18	1
O=C(Nc1ccc(NC(=O)C2CCCCC2)nc1)c1cccc(F)c1	97	12	/	14	/	99	-6	6	3
O=C(NCCCn1ccnc1)C(=O)NCC1OCCN1S(=O)(=O)c1cc(F)ccc1F (configuration not stated)	103	/	0.0	-15	-0.6	112	2	9	-14
COc1ccc(/C=C/C(=O)c2c(O)cc(C)oc2=O)c(OC)c1	92	-5	3.5	2	1.9	92	0	6	-4
CC1(C)Cc2c(sc3nc(-c4cc5ccccc5o4)n(N)c(=O)c23)CO1	90	4	0.0	-8	0.1	89	-2	-28	-11
